TNAP inh hi DEA = human TNAP enzyme inhibitors, primary screen, biochemical, luminescent, high phosphate acceptor level, uHTS; Alkaline phosphatase, tissue-nonspecific isozyme (Homo sapiens), P05186; AID 1135, 2008; purified TNAP, CDP-star luminescence, 1 M DEA; inhibition, % at 20 µM; 200,000 compounds, 0.03% hits;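 active = over 50% inhibition of tissue-nonspecific alkaline phosphatase at 20 µM in the single-dose screen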;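 note: plate controls were DMSO wells for no effect and EDTA-quenched wells as full inhibition for full effect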
Target sequence (P05186 whole entry, looked up): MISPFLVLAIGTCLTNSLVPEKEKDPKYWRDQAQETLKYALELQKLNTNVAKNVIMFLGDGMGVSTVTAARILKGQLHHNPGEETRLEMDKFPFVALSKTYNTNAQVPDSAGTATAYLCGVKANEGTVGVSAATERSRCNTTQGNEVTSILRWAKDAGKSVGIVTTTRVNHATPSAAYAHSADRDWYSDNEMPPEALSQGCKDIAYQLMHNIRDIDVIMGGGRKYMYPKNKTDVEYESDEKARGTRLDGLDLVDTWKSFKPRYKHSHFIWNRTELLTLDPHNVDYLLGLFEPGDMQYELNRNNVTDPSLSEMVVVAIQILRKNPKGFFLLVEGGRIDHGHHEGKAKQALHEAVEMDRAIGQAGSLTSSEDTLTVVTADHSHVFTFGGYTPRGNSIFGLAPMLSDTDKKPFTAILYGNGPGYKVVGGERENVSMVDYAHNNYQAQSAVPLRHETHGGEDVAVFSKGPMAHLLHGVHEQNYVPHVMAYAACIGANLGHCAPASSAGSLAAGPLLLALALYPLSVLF
Diaph act CS = compounds boosting diaphorase resazurin reduction – biochemical, uHTS, resorufin fluorescence, counter-screen for diaphorase-coupled primary assays, primary screen. Diaphorase/resazurin coupled assay, 16 min; stronger effect = higher value; 1 = vehicle wells, 0 = NADH-free wells. activation factor at 20 µM. 190,000 compounds, 0.005% hits;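 active = diaphorase activity raised at least twofold by the compound at 20 µM; inactive = activation factor below 2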
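Material: Purified diaphorase enzyme from Clostridium kluyveri | Buffer or medium: 50 mM HEPES pH 7.4 with 4.542 mM MgCl2, 0.005% Tween 20 | Times: 16 min enzyme reaction, ambient temperature | Signal: Red resorufin fluorescence at 544/590 nm excitation/emission | Measure: Increased resorufin signal from activators or reducing compounds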
TNAP inh noacc = human TNAP enzyme inhibitors, primary screen, biochemical, luminescent, no phosphate acceptor, uHTS | Alkaline phosphatase, tissue-nonspecific isozyme (Homo sapiens), P05186 | purified TNAP, CDP-star luminescence, 30 min | inhibition, % at 20 µM | 200,000 compounds, 0.26% hits | AID 1012, 2008;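 active = tissue-nonspecific alkaline phosphatase inhibition above about 50% at 20 µM in the single-dose screen, limit read from the data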;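 note: 0% = DMSO negative control and 100% = EDTA positive control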
HMGR II inh = inhibitors of E. faecalis class II HMGR, primary screen, biochemical, Enterococcus faecalis. purified E. faecalis HMGR, NADPH absorbance 340 nm kinetic. inhibition, % at 10 µM. 190,000 compounds, 0.41% hits. AID 1066, 2008;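 active = inhibition above a set limit, the median over all tested compounds plus 3 SD, cut at about 9.5% in these data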;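 note: enzyme runs in reverse so mevalonate oxidation gives rising NADPH absorbance; 0% = complete reaction with DMSO and 100% = background rate lacking mevalonate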
PMI activator = activators of human PMI, primary screen, biochemical, fluorescence intensity, near-Km mannose 6-phosphate; Mannose-6-phosphate isomerase (Homo sapiens), P34949; purified human PMI, coupled resazurin fluorescence, 20 min; stronger effect = higher value; 1 = vehicle control, 0 substrate-free wells; activation factor at 20 µM; 190,000 compounds, 0.005% hits; AID 1214, 2008;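 active = activation factor of 2 or more at 20 µM, relative to plate controls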
Target sequence (P34949 whole entry, looked up): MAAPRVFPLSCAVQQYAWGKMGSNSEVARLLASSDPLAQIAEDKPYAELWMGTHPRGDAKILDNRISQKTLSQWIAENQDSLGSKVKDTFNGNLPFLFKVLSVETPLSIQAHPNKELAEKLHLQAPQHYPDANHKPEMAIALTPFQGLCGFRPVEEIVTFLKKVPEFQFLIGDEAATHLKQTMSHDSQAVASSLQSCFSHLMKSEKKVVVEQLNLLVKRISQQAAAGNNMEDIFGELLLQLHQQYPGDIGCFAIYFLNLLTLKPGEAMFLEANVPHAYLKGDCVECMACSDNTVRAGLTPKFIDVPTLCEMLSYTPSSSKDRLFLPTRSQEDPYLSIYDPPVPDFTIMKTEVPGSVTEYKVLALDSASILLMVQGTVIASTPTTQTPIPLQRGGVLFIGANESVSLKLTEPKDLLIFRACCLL
Diaph inh CS = diaphorase inhibitors and chemical oxidizers, primary screen, counter-screen for diaphorase-coupled primary assays, biochemical, uHTS, resorufin fluorescence; diaphorase resazurin-to-resorufin fluorescence, NADH, 16 min; bacterial (C. kluyveri) enzyme, not human; inhibition, % at 20 µM; AID 1217, 2008; 190,000 compounds, 0.69% hits;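 active = primary screen inhibition at 20 µM above a set limit, cut at about 50% in these data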;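 note: plate controls were DMSO with full reaction for no effect and wells lacking NADH for full effect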
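Assay system: diaphorase enzyme from Clostridium kluyveri. Quantity: enzyme working solution with 0.14 U/mL diaphorase. Schedule: reaction incubation of 16 min at room temperature. Technique: resorufin fluorescence, excitation 544 nm, emission 590 nm. Controls: No-NADH positive control and DMSO neutral control.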
PMI act hi M6P = human PMI activators, high substrate, primary screen, biochemical, fluorescence intensity, near-saturating mannose 6-phosphate; coupled PMI enzyme assay, resazurin fluorescence, 20 min; stronger effect = higher value; 1 = untreated enzyme, 0 = substrate-free blank; activation factor at 20 µM; 190,000 compounds, 0.34% hits; AID 1216, 2008;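 active = activation factor of 2 or more at 20 µM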
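test system = human PMI in coupled enzyme assay | medium = HEPES-buffered pH 7.4 with magnesium and detergent | also added = 1.0 mM mannose-6-phosphate substrate with 0.22 mM NADP+ | compound = 20 µM single dose | times = 20 min incubation at room temperature | measured by = resorufin fluorescence (Ex 544/Em 590 nm) from resazurin via diaphorase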
FLuc act counter = FLuc activators, initial screening, artefact control for FLuc-dependent activation tests, biochemical, ATPlite luminescence; Luciferin 4-monooxygenase (Photinus pyralis), P08659; 200,000 tested, under 10 active; activation factor at 10 µM; ATPlite luciferase biochemical, 10 min; 0 = ATP-free wells, 1 = DMSO control;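 active = luciferase activation factor, scaled between plate controls, of at least 2 with compound at 10 µM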
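Assay system: Luciferase/luciferin reagent mix; Medium: PBS as buffer for the ATP substrate; Dosing: test compounds dosed from 2 mM stocks in 100% DMSO; Times: 10 min, room temperature; Signal: luminescence from luciferase reaction; Read-out: luciferase activation; Controls: No-ATP low control, compound-free enzyme-plus-ATP high control.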
TNAP act hiacc = TNAP activators at high phosphate acceptor level, primary screen, biochemical, luminescence, uHTS; AID 1136, 2008; 200,000 tested, under 10 active; activation factor at 20 µM; Alkaline phosphatase, tissue-nonspecific isozyme (Homo sapiens), P05186; purified TNAP, CDP-star luminescence, 1 M DEA, 30 min; stronger effect = higher value; 0 = EDTA background, 1 = DMSO-only activity;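 active = activation factor at least 2 at 20 µM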
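Test system – human TNAP · Doses – 20 µM single point · Incubation – 30 min, room temperature · Signal – luminescent substrate turnover signal · Read-out basis – activation factor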
G6PDH CS = L. mesenteroides G6PDH inhibitors, counter-screen for G6PDH-coupled screening assays, biochemical, Leuconostoc mesenteroides enzyme | inhibition, % at 5 µM | glucose-6-phosphate dehydrogenase [Leuconostoc mesenteroides] | 200,000 compounds, 0.12% hits | Purified L. mesenteroides G6PDH, diaphorase/resazurin coupled fluorescence, 45 min; in the data active = inhibition above about 50%
* hit, by the source's call.

Sample of the layout:
(1) Cc1ccc(C(=O)NC(NCc2ccco2)C(Cl)(Cl)Cl)cc1 (stereo unspecified)
(2) Cc1noc(C)c1COC(=O)c1ccc2c(c1)OCO2

screen / no.	1	2
TNAP inh hi DEA	0	-3
Diaph act CS	1	0.8
TNAP inh noacc	4	-11
HMGR II inh	-1	-3
PMI activator	0.8	0.9
Diaph inh CS	0	20
PMI act hi M6P	0.9	0.9
FLuc act counter	1	1
TNAP act hiacc	1	1
G6PDH CS	0	-3

The list itself, from the first entry:
(1) Cc1ccc(C(=O)NC(NCc2ccco2)C(Cl)(Cl)Cl)cc1 (stereo unspecified)
(2) Cc1noc(C)c1COC(=O)c1ccc2c(c1)OCO2
(3) CC1CCCN(c2ccc(/C=C(\C#N)c3nn(-c4ccccc4)c(N)c3C#N)cc2[N+](=O)[O-])C1 (stereo unspecified)
(4) O=C(COC(=O)C1(c2ccccc2F)CCCC1)NCc1ccc2c(c1)OCO2
(5) O=CN1CCN(S(=O)(=O)c2ccc(Cl)c(C(=O)O)c2)CC1

screen / no.	1	2	3	4	5
TNAP inh hi DEA	0	-3	9	-6	3
Diaph act CS	1	0.8	0.8	0.8	0.9
TNAP inh noacc	4	-11	8	5	0
HMGR II inh	-1	-3	0	-3	2
PMI activator	0.8	0.9	0.8	0.8	1.1
Diaph inh CS	0	20	22	22	6
PMI act hi M6P	0.9	0.9	0.8	0.9	1
FLuc act counter	1	1	1	1.2	1
TNAP act hiacc	1	1	0.9	1.1	1
G6PDH CS	0	-3	5	-12	-5

(6) Cc1ccc(N2C(N)=C(C#N)C(c3cccs3)C3=C2CC(C)(C)CC3=O)cc1 (stereo unspecified)
(7) c1ccc(Oc2cc(-c3ccccc3)ncn2)cc1
(8) CC(C)CCOc1ccc(C2(C)NC(=O)N(CN3CCOCC3)C2=O)cc1 (stereo unspecified)
(9) CCn1nc(C)c(NC(=O)CCCSc2nc(-c3ccco3)cc(C(F)(F)F)n2)c1C
(10) O=C(O)C1CC(c2ccc(F)cc2)=NO1 (stereo unspecified)

screen / no.	6	7	8	9	10
TNAP inh hi DEA	-2	-2	-4	-4	-6
Diaph act CS	0.8	1	0.8	0.7	0.8
TNAP inh noacc	-13	-8	-2	-17	-9
HMGR II inh	-2	-7	0	-4	-4
PMI activator	0.9	1	1	0.9	0.9
Diaph inh CS	17	1	16	26	18
PMI act hi M6P	0.9	1.1	1	0.9	1
FLuc act counter	1	0.9	1.1	1	1
TNAP act hiacc	1	1	1	1	1.1
G6PDH CS	19	4	2	-15	4

(11) Cc1ccc(C(=O)OCC(=O)NC2CCCCC2)s1
(12) CN1CCN(C(=O)c2c(NC(=O)c3ccco3)sc3c2CCC(C(C)(C)C)C3)CC1 (stereo unspecified)
(13) COc1ccccc1C/C(N)=N/OC(=O)COc1cccc2ccccc12
(14) O=C(CSCc1cccc(Br)c1)N1CCOCC1
(15) COc1ccccc1Nc1ncc(C(=O)N2CCN(Cc3ccc(OC)c(OC)c3OC)CC2)c2ccccc12

screen / no.	11	12	13	14	15
TNAP inh hi DEA	-2	-4	-5	-6	-3
Diaph act CS	0.9	0.9	0.9	0.9	0.9
TNAP inh noacc	3	-10	-8	-3	-11
HMGR II inh	-5	2	-6	0	1
PMI activator	1.2	0.9	0.8	1.1	1
Diaph inh CS	7	14	14	6	13
PMI act hi M6P	1.2	0.9	0.8	1	1
FLuc act counter	1	1	1	1.1	1.1
TNAP act hiacc	1	1	1	1.1	1
G6PDH CS	3	6	6	13	11

(16) COc1ccc(S(=O)(=O)N2CCCC2)cc1C(=O)N1CCOCC1
(17) CC(NCCO)C(=O)C12CC3CC(CC(C3)C1)C2 (stereo unspecified)
(18) Cc1nc2ccccc2cc1OCc1ccccc1
(19) O=C(CCCCCn1c(=S)[nH]c2ccc(N3CCOCC3)cc2c1=O)NCc1cccc(Cl)c1
(20) N#Cc1nc(-c2ccco2)oc1NCCCn1ccnc1

screen / no.	16	17	18	19	20
TNAP inh hi DEA	-1	-6	1	-3	0
Diaph act CS	0.9	0.9	0.9	0.9	1
TNAP inh noacc	-4	-14	3	-15	4
HMGR II inh	2	-1	-3	-4	0
PMI activator	1.1	1	1	1.2	0.9
Diaph inh CS	9	12	8	5	-3
PMI act hi M6P	1	1	0.9	1	1
FLuc act counter	1.1	1.1	1	1	1
TNAP act hiacc	1	1.1	1	1	1
G6PDH CS	8	-3	14	3	7

(21) N#C/C(=C\c1cn(Cc2ccc(C#N)cc2)c2ccccc12)C(=O)NCc1cccs1
(22) CC1CN(c2nc(-c3ccccc3)nnc2-c2ccccc2)CC(C)O1 (stereo unspecified)
(23) C=CCN=c1sc(C(=O)OC)cc(=O)n1CC=C
(24) COC(=O)c1cc(NC(=O)c2cc(C)oc2C)cc(C(=O)OC)c1
(25) CC(=O)Nc1cc(C(=O)N2CCCC2)ccc1S(=O)(=O)c1ccc(Cl)cc1

screen / no.	21	22	23	24	25
TNAP inh hi DEA	0	-4	1	0	2
Diaph act CS	1	1	0.9	0.9	0.9
TNAP inh noacc	-18	3	-6	-4	-6
HMGR II inh	-3	-2	-4	-5	3
PMI activator	0.9	1.2	0.9	1.2	1
Diaph inh CS	5	-2	14	8	12
PMI act hi M6P	1	1.1	0.9	1.2	1
FLuc act counter	1	1.1	1	1	1
TNAP act hiacc	1	1	1	1	1
G6PDH CS	-20	-1	1	5	-2

(26) CCc1nnc(SCC(=O)Nc2ccc(N3CCOCC3)cc2)o1
(27) Cc1ccccc1NC(=O)CSc1nc(COc2ccccc2)nc2ccccc12
(28) CC(C)(C)NC(=O)c1cccc(NC(=O)CSc2ccc(Cl)cc2)c1
(29) Cc1ccc(Cn2c(SC3CCOC3=O)nc3ccccc3c2=O)cc1 (stereo unspecified)
(30) CN(C(=O)c1ccccc1C(=O)c1ccccc1)C1CCS(=O)(=O)C1 (stereo unspecified)

screen / no.	26	27	28	29	30
TNAP inh hi DEA	-1	5	-2	-2	-2
Diaph act CS	1	1	0.9	0.8	1
TNAP inh noacc	-9	15	-8	-10	-9
HMGR II inh	-2	3	0	4	1
PMI activator	0.9	1	0.8	0.8	1
Diaph inh CS	4	-3	9	16	-3
PMI act hi M6P	1	1.1	0.9	1	1.1
FLuc act counter	1	1	1	1.1	1
TNAP act hiacc	1	0.9	1	1	1
G6PDH CS	9	11	4	19	6

(31) CCCn1c(C)cc(C(=O)COC(=O)c2cc(S(=O)(=O)NCC(C)C)c(Cl)cc2Cl)c1C
(32) CC(C)(C)NC(=O)C(c1ccccn1)N(C(=O)c1csnn1)C1CCCCC1 (stereo unspecified)
(33) Cc1nn(Cc2ccc(Cl)c(Cl)c2)c(C)c1NC(=O)c1cn(-c2ccccc2)nc1-c1ccccc1
(34) CCN(CC)C(=O)CSc1nnc(COc2ccccc2)n1N
(35) Cc1ccc(C(=O)C2CCN(CC(=O)Nc3ccc(N(C)C)cc3)CC2)cc1

screen / no.	31	32	33	34	35
TNAP inh hi DEA	-5	-8	-21	1	-5
Diaph act CS	0.8	0.9	0.7	1.1	0.8
TNAP inh noacc	-1	-14	-43	-1	-13
HMGR II inh	-7	-4	-6	-2	-2
PMI activator	0.9	1	0.8	1	1
Diaph inh CS	25	6	25	-8	23
PMI act hi M6P	0.9	1	0.8	1	0.9
FLuc act counter	1	1.1	1.1	1.1	1
TNAP act hiacc	1	1.1	1.2	1	1.1
G6PDH CS	3	2	2	3	0

(36) OCCC1CN(Cc2cccc3nonc23)CCN1C1CCCCC1 (stereo unspecified)
(37) COc1ccc(-c2nn(CCC#N)cc2/C=N/O)cc1OC
(38) C#CCn1c(S(=O)(=O)Cc2ccc(F)cc2)nc(-c2ccccc2)c1-c1ccccc1
(39) CN(C)/C=N/C(=S)Nc1cc(Cl)cc(Cl)c1
(40) Cc1ccc(-c2[nH]c(-c3ccccc3)nc2SCC(=O)NCC2CCCO2)cc1 (stereo unspecified)

screen / no.	36	37	38	39	40
TNAP inh hi DEA	-2	3	-3	-1	0
Diaph act CS	0.9	0.9	0.8	1	0.9
TNAP inh noacc	-5	-3	-10	1	-14
HMGR II inh	-4	-3	-1	-1	0
PMI activator	0.9	1	0.8	1	1
Diaph inh CS	8	9	21	-4	5
PMI act hi M6P	1	0.9	0.8	1	1
FLuc act counter	1.1	1	1.1	1	1
TNAP act hiacc	1	1	1	1	1
G6PDH CS	8	8	-12	-1	21

Some of these compounds in order of the PMI activator value, rising.
no.	SMILES	PMI activator
33	Cc1nn(Cc2ccc(Cl)c(Cl)c2)c(C)c1NC(=O)c1cn(-c2ccccc2)nc1-c1ccccc1	0.8
20	N#Cc1nc(-c2ccco2)oc1NCCCn1ccnc1	0.9
15	COc1ccccc1Nc1ncc(C(=O)N2CCN(Cc3ccc(OC)c(OC)c3OC)CC2)c2ccccc12	1
14	O=C(CSCc1cccc(Br)c1)N1CCOCC1	1.1

Screening data as filed in PubChem.
